High-throughput results (PubChem)
PI5P4K alpha inh: inhibitors of human PI5P4K alpha; P48426; PI5P4Kalpha enzyme, ADP-Glo luminescence, 60 min; active compounds read low; max response, %; 1.2% of 330,000 active; AID 652105; active = max response of -50% or lower; inconclusive = between -30% and -50%; inactive = -30% or higher; also: value at the top dose of about 77 µM; % is scaled to controls: 0 for no effect and ±100 for the full control effect
Target sequence (P48426 whole entry, looked up): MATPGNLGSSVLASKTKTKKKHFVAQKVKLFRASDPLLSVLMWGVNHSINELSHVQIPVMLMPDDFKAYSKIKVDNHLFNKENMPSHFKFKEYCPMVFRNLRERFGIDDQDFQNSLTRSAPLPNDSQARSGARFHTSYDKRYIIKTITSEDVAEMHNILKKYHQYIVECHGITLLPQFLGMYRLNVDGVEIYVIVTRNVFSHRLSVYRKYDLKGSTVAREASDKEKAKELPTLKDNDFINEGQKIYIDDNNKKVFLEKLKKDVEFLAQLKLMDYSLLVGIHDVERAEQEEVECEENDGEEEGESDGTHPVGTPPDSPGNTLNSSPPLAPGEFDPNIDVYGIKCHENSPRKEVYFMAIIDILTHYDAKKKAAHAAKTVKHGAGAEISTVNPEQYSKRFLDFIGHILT
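Human PI5P4Kalpha with substrate in 0.038 M HEPES pH 7.4, 0.28 mM EGTA, 0.1% CHAPS, 5% DMSO; reaction started with 5 microM ATP (final), 60 min at room temperature. ADP formed read by ADP-Glo luminescence.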
GLP1R cytotox: cytotoxicity in counter-screen for GLP-1R inverse agonists; HEK293 cAMP-luciferase reporter cells, luminescence, 24 h; Potency, µM (series often up to 38.3 µM), without a hit: top-dose activity change, negative = inhibition, usual class: inhibitors; 0.13% of 410,000 active;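 also: loss of luciferase light is scored as toxicity; potency is read from the fitted curve at half-maximal effect; % is scaled to controls: 0 for no effect and ±100 for the full control effect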
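A 23 nL compound transfer followed 12 hours of cell culture at 37 deg C; exposure then lasted 24 hr. Luciferase assay detection reagent was dispensed and plates read for luminescence after a 12 min room-temperature wait.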
D3 ag: D3 dopamine receptor (human) agonism; D3R DiscoveRx beta-arrestin cells, luminescence, 90 min; max activation, %; AID 652048; 0.58% of 410,000 active; in the data active = max activation above about 30%; also: 0% is about no effect; mostly tested at two doses, the higher about 12 µM
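Cells at 1500/well, incubated overnight, then treated with pinned compounds (dopamine as control) for 90 min at 37 degrees C. DiscoveRx reagent added for 30 - 60 minutes at room temperature; luminescence read.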
WRN helicase inh: WRN helicase (human) inhibition; Q14191; WRN helicase unwinding, fluorescent forked duplex, kinetic; Potency, µM (titrated, usually from 114 µM), for inactives: at the top dose activity change, negative = inhibition, usual class: inhibitors; 0.46% of 360,000 active; also: potency is read from the fitted curve at half-maximal effect; % is scaled to controls: 0 for no effect and ±100 for the full control effect; nearly all actives have a fitted effect of over 55% in size
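Kinetic fluorescence helicase assay: unwinding of a quenched forked DNA duplex (100 nM final) with 2 mM ATP final raises red fluorescence (525/598 nm). Compounds sat 15 min at room temperature with 20 nM WRN beforehand.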
IL2 activator: activators of IL-2; IL-2 activation reporter assay, cell-based qHTS; stimulated with anti-CD3/CD4/CD28 beads; in transgenic mouse T cells; 0.065% of 360,000 active; activation, % (series mostly up to about 46 µM); in the data active = activation above about 50%; inconclusive = mostly about 30% to 49%; also: 0% is about no effect
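Unstimulated transgenic mouse T cells; 60-min compound exposure; bead-based TCR/CD4/CD28 stimulation; 18 h culture, 37 degrees C; dual fluorescence (EGFP, DsRed) plate cytometry.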
GLP-1R agonist: activates the human GLP-1 receptor | P43220 | HEK293 GLP-1R CRE-luciferase, luminescence, 4-6 h; cells express a hypersensitive GLP-1R form | Potency, µM (doses to about 45.6 µM), for inactives: at the top dose activation, hits mostly activators | 0.007% of 380,000 active; also: potency is read from the fitted curve at half-maximal effect; % of control where 0% means no effect
Target sequence (P43220 whole entry, looked up): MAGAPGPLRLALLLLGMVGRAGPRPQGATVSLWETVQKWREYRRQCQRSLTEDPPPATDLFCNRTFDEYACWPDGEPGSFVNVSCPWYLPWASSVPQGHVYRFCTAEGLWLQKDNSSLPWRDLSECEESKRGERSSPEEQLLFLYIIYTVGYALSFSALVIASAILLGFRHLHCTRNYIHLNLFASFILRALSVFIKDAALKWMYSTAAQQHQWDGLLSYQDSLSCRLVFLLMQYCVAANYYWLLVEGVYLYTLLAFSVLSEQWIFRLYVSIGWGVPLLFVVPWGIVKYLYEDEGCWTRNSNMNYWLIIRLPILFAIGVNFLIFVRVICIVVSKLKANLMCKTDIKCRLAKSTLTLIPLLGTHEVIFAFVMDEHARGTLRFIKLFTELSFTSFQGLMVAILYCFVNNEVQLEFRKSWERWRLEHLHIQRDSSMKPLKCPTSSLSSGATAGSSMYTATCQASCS
DRD3 antagonist: D3 dopamine receptor (human) antagonism; D3R cells, DiscoveRx beta-arrestin luminescence, antagonist mode; active compounds read low; 2.5% of 360,000 active; P35462; max response, negative = inhibition, %; in the data active = max response below about -50%; inconclusive = no clear call, values can overlap the other calls; also: % is scaled to controls: 0 for no effect and ±100 for the full control effect; mostly tested at two doses, the higher about 12 µM
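Cells expressing the human receptor were seeded at 1500 cells/well, incubated overnight at 37 degrees C in 5% CO2, then exposed to library compounds with dopamine controls for 90 minutes at 37 degrees C before luminescent detection.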
GLP-1R inv ag: inverse agonists of human GLP-1 receptor; P43220; HEK293 GLP-1R CRE-luciferase, luminescence, 24 h; GLP-1R form is constitutively active; Potency, µM (doses to about 38.3 µM), inactives show at the top dose activity change, negative = inhibition, hits mostly inhibitors; 1.6% of 410,000 active; also: potency is read from the fitted curve at half-maximal effect; % is scaled to controls: 0 for no effect and ±100 for the full control effect; nearly all actives have a fitted effect of over 55% in size
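Cells are plated, allowed 12 hours at 37 deg C, then treated with compounds for 24 hr before luciferase detection reagent is added and luminescence is read after 12 min at room temperature. The HEK293 line carries constitutively active GLP-1R with a cAMP-responsive reporter.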
PLK1 PBD block: PLK1 (human) polo-box domain binding inhibition; P53350; Plk1 PBD binding of FITC phosphopeptide, fluorescence polarization; Potency, µM, for the others: max response, negative = inhibition, actives largely listed as inhibitors; 2.8% of 360,000 active; also: potency is read from the fitted curve at half-maximal effect; series mostly up to about 57 µM; % is scaled to controls: 0 for no effect and ±100 for the full control effect; nearly all actives have a fitted effect of over 65% in size
Active calls of the source: *; ? = inconclusive; · = not tested or not shown; & = joins results of further samples; [ ] = another dose, or the depositor's remark. Unless noted, calls follow the shape of the dose curve; as a rule, active = well fitted curve in the direction sought with a large enough effect; inconclusive = small, poorly fitted or top-dose-only effect, or another doubt; inactive = no such curve, though single readings can be large; an effect the other way counts as inactive or inconclusive.

SMILES	PI5P4K alpha inh	GLP1R cytotox	D3 ag	WRN helicase inh	IL2 activator	GLP-1R agonist	DRD3 antagonist	GLP-1R inv ag	PLK1 PBD block
Cc1nc2ccccc2c2c1CC(C(C)(Cl)Br)O2 (configuration not stated)	3	-2%	6	-8%	-3.8	12%	38	?	-3%
O=C(Nc1ccccc1)C(=O)Nc1cccnc1	-5	8%	7	1%	-4.2	-4%	13	?	0%
CC(=NNC(=S)N1CCCCC1)c1cccc(C)n1	-7	?	2	-1%	-0.6	0%	-107*	?	?
O=S1(=O)CC(N2CC=CC2)CN1Cc1cn(Cc2ccccc2)nn1 (configuration not stated)	1	4%	7	-2%	0.6	-3%	28	21%	0%
Cc1ccc(Sc2ncnc(N)c2[N+](=O)[O-])cc1	0	84%[activator]	-3	-16%	0.3	6%	0	21%	1%
Cc1nnc(NC(=O)CSc2nc3ccccc3o2)s1	·	-3%	-19	9%	-2.2	-3%	-23	-12%	-8%
CC1(C(=O)Nc2cccc(NS(C)(=O)=O)c2)CCN1Cc1ccccc1OC(F)F (configuration not stated)	5	-6%	3	-8%	-0.3	?	0	?	-7%
COc1cccc(NC(=S)N(Cc2ccccn2)Cc2ccccc2Cl)c1	1	?	-15	-11%	-4.8	14%	6	?	1%
CCCCOc1ccc(/C=N/NC(=O)c2csc(C)c2C)cc1	10	-1%	-3	-3%	-1.8	-11%	10	?	-5%
CCn1c(SCC(=O)NC2CC2)nnc1-c1cccc(OC)c1	1	-1%	1	4%	-2.7	-2%	-2	10%	5%
CN(C)CCN1CCN(C2CN(Cc3cn(Cc4ccc(Cl)cc4)nn3)S(=O)(=O)C2)CC1 (configuration not stated)	-5	-1%	-1	-5%	-0.1	21%	-51*	19%	-8%
Cc1c(Cl)cccc1Nc1nc(N)nc(CSc2nc3ccccc3s2)n1	18	-5%&-14%	5&4	-9%	-0.4	0%	31	?	-6%
COC(=O)CN1C(C)=Nc2ccc(C)cc2C1c1ccccc1 (configuration not stated)	-3	?	-9	-1%	0.5	12%	7	-2%	-8%
Cc1cc(C)c(C#N)c(Sc2ccc(N)cc2)n1	-1	5%	3	-19%	-4.4	5%	35	21%	-4%
COc1ccc(Cn2cc(CN3CC(N4CCN(CCN(C)C)CC4)CS3(=O)=O)nn2)cc1 (configuration not stated)	2	3%	1	-5%	-0.4	2%	2	26%	-6%
COC(=O)c1ccccc1N=C(SC)N(C)C	-9	1%	-2	-1%	-0.7	4%	-13	16%	30µM*
O=c1cc(-c2ccccc2)c2ccc(O)c(CN3CCCCC3)c2o1	·	178%[activator]	-12	-4%	-3.2	-2%	9	-1%	-6%
COc1ccc(Nc2nccc3c2ncn3C)cc1	6	6%	-15	-9%	-0.8	0%	-19	?	-6%
O=C(COC(=O)CCC(=O)c1ccc(F)cc1)Nc1ccc(N2CCOCC2)cc1	-13	-2%	5	7%	-0.3	1%	19	32%[activator]	-1%
CCn1c(=O)c2cc(S(=O)(=O)NCc3ccccc3)ccc2n(CC)c1=O	·	-3%	-5	4%	-0.4	2%	-7	2%	-3%
CCOC(=O)C1(C)CCN1C(=O)c1cccc(OC(F)(F)F)c1 (configuration not stated)	5	0%	1	5%[57.1 µM]	-0.1	-8%	?	14%	-10%
Cc1cc(-c2ccc(C)c(S(=O)(=O)NCCCN3CCN(c4ccccc4)CC3)c2)on1	5	-26%	0	-7%	0.6	10%	?	?	1%
O=C(Nc1nc2c(F)cccc2s1)c1ccc(S(=O)(=O)N2CCOCC2)cc1	·	-16%	3	·	·	-4%	·	9%	·
Cc1ccsc1/C=C/C(=O)O	2	-7%[7.66 µM]	5	-2%	-0.1	-3%	9	34%[activator][7.66 µM]	2%
COc1ccccc1CNC(=O)CCCC(=O)n1ncc2cc(C)ccc21	-13	4%	-10	-1%	-0.2	-5%	?	3%	-5%
Cc1ccc(S(=O)(=O)N2C[C@H]3[C@H]4C(=O)N(c5ccccc5)C(=O)[C@H]4C[C@H](OC(=O)NCc4ccccc4)[C@@]3(O)C2)cc1	1	-6%	-3	2%	-0.8	-2%	13	1%	-4%
Cc1cc(NC(=O)CSc2nc3ccsc3c(=O)n2Cc2ccccn2)n[nH]1	·	121%[activator]	-11	-11%	2.2	3%	13	17%	-7%
N#Cc1cc(NCC2CCCO2)c([N+](=O)[O-])cc1C#N (configuration not stated)	-19	-4%	-8	6%	0.0	2%	-11	1%	-14%
CCc1sc(C(=O)Nc2nccs2)cc1C	1	-17%	-18	-4%	-0.7	9%	-12	?	-5%
COc1ccc(C(OC(=O)c2ccco2)C(=O)NC2CCCCC2)cc1OC (configuration not stated)	4	10%	1	-11%	-4.1	-5%	-13	13%	-8%
Cc1cc(C(=O)CSc2nnnn2C)c(C)n1C1CC1	3	7%	0	-1%	3.0	-5%	12	-14%	-1%
NC(=O)C1CC(=O)N(c2ccc(OCC(=O)Nc3cccc(C(F)(F)F)c3)cc2)C1 (configuration not stated)	-8	4%	-24	6%[57.1 µM]	-1.3	-1%	-15	10%	-6%
Cc1cccc(N=Nc2c(O)[nH]c3ccc(F)cc23)c1	15	8%	0	-7%	137*	5%	2	2%	-28%
NC(=O)C1CCN(C(c2ccccc2)c2nnnn2C2CCCC2)CC1 (configuration not stated)	·	11%	-5	1%	-3.1	-3%	-3	6%	-6%
CCc1ccc(NC(=O)CSc2nc3ccccc3c(=O)n2CCN2CCOCC2)cc1	-2	-10%	4	-2%	-0.6	0%	16	3%	1%
Cc1cnc(C(=O)N2CCCC(C(=O)c3ccc(Cl)cc3C)C2)cn1 (configuration not stated)	2	4%	5	-5%	-1.3	11%	-7	-20%	27µM*
COc1ccc(NC(=O)CN(c2cc(C)cc(C)c2)S(=O)(=O)c2c(C)noc2C)cc1	4	4%	-10	0%	-2.3	3%	0	-4%	-4%
CCOCCCNC(=O)CCCn1nc(C)n2c(cc3sccc32)c1=O	1	-7%	1	-7%	0.9	5%	-3	21%	-5%
CC(=O)N1N=C(c2ccc3ccccc3c2)OC1(C)C	3	-5%	0	11%	-4.8	-1%	2	?	-12%
COc1ccccc1NC(=O)NNC(=O)c1ccc(-c2ccccc2)cc1	-4	-5%	2	8%	-0.6	-1%	-4	-15%	-2%

By substructure: the compounds so far with a CF3 group
SMILES	PI5P4K alpha inh	GLP1R cytotox	D3 ag	WRN helicase inh	IL2 activator	GLP-1R agonist	DRD3 antagonist	GLP-1R inv ag	PLK1 PBD block
CCOC(=O)C1(C)CCN1C(=O)c1cccc(OC(F)(F)F)c1 (configuration not stated)	5	0%	1	5%[57.1 µM]	-0.1	-8%	?	14%	-10%
NC(=O)C1CC(=O)N(c2ccc(OCC(=O)Nc3cccc(C(F)(F)F)c3)cc2)C1 (configuration not stated)	-8	4%	-24	6%[57.1 µM]	-1.3	-1%	-15	10%	-6%

Other structures
SMILES	PI5P4K alpha inh	GLP1R cytotox	D3 ag	WRN helicase inh	IL2 activator	GLP-1R agonist	DRD3 antagonist	GLP-1R inv ag	PLK1 PBD block
CCn1c(=O)c(C(=O)NCc2cccnc2)c(O)c2ccccc21	-1	-20%	0	3%	2.0	2%	3	4%	4%
CCOc1cc(/C=C(\C#N)c2nc(-c3cccs3)c(NC(C)=O)s2)ccc1O	-29	?	-15	-18%	?	13%	-6	?	49%[activator]
COc1ccc(C(Nc2ccccn2)c2c(NC(=O)c3ccco3)sc(C)c2C)cc1OC (configuration not stated)	0	-2%	0	-5%	-3.5	26%	9	-7%	-6%
O=C1CC(c2ccccc2)Cc2nc(NCc3ccco3)ncc21 (configuration not stated)	-2	-4%	2	6%	1.0	3%	-24	-18%	-13%
O=C(Nc1ccc(Cl)cc1)Nc1cccc2nsnc12	-5	220%[activator]	1	11%	-2.1	5%	8	?	-13%
CCCC1(C(=O)OC)NC(c2ccco2)C2C(=O)N(c3ccc(C)cc3)C(=O)C21 (configuration not stated)	·	0%	1	10%	0.9	-11%	11	1%	-2%
CCc1ccc(N2CC(C(=O)N/N=C/c3cccc([N+](=O)[O-])c3)CC2=O)cc1 (configuration not stated)	·	-6%	-5	-15%	4.4	18%	10	-3%	-7%
CCCn1c(SCC(=O)Nc2ccc(F)c(Cl)c2)nc(O)cc1=O	-8	15%	-8	2%	0.7	-4%	8	0%	-10%
CCCN1C(=O)C2(OCCO2)c2cc(Cl)ccc21	-2	-4%	13	3%	1.8	1%	9	2%	5%
Cc1ccc2c(c1)cc1c(=O)n(CC(=O)N(C)c3ccccc3)nc(C)n12	4	-9%&-2%	2&9	3%	-1.6	2%	-2	-8%&17%	-6%
COc1ccc(-c2nnc(NC(=O)CS(=O)(=O)c3ccc(F)cc3)o2)c(OC)c1	-2	3%	2	-13%	-5.9	-2%	8	20%	-10%
O=C(Nc1ccc(Cl)cc1F)c1ccccc1Br	-6	-2%	-2	-16%	2.0	2%	7	0%	?
CSCCC(NC(=O)c1ccccc1Br)C(=O)N1CCCC(C(F)(F)F)C1 (configuration not stated)	8	18%	-1	-15%	-2.3	-1%	-3	-7%	-3%
CC(OC(=O)CSc1ccc(F)cc1)C(=O)NC1(C#N)CCCCC1 (configuration not stated)	-8	0%	3	4%	-3.9	1%	18	12%	3%
COc1ccc(CC(=O)OCC(=O)Nc2ccc(OC(F)F)cc2)cc1OC	-3	2%	1	8%	-0.7	8%	-8	3%	-10%
OC1CCN(Cc2ccc3ccccc3c2)CC1	5	-4%	-7	3%	0.9	1%	?	8%	3%
CSCCC(NC(=O)c1ccccc1)C(=O)NCC(C)(C)N1CCOCC1 (configuration not stated)	1	10%	-2	19%	4.3	-1%	-7	-9%	-6%
Oc1ccc(C[C@@H](CN2CCCC2CN2C(=S)NC[C@@H]2Cc2ccccc2)N2C[C@H](Cc3ccccc3)N(CC3CCCCC3)C2=S)cc1 (some centres not stated)	-1	-7%	-11	-8%	0.2	-1%	-27	-7%	-15%
CCOc1ccc2[nH]c(S(=O)(=O)CC)nc2c1Cl	-8	-6%	-5	5%[57.1 µM]	-1.7	-3%	-30	9%	-5%
